From PubChem
RGS8-Gao reg: human RGS8-Galphao interaction regulation; multiplexed bead flow cytometry, RGS8-Galphao binding; actives lie on both sides; AID 1423; response (percent of control binding), % at 10 µM; P09471; actives 0.34% (n = 220,000); in the data active = response below about 60% or above about 140%; inactive = in between;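 also: Galphao activated as the GDP aluminium fluoride complex binding bead-coupled RGS8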
Target sequence (P09471 whole entry, looked up): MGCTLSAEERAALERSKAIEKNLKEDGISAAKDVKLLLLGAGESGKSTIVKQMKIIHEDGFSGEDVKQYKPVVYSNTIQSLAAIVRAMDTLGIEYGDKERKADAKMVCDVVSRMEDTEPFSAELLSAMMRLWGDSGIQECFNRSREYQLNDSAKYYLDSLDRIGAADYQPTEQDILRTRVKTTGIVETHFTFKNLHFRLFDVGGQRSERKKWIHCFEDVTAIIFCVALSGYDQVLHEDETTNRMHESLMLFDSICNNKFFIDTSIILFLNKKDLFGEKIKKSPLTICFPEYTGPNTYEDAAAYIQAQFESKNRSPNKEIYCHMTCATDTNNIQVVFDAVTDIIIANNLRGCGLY
Bim-Bcl-B: human Bim-Bcl-B interaction inhibition | Q9HD36 | bead-based flow cytometry, Bim peptide-Bcl-B binding | inhibition, % at 10 µM | actives 0.073% (n = 190,000);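 also: 0% = tracer peptide without compound and 100% = reference inhibitor peptide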
Target sequence (Q9HD36 whole entry, looked up): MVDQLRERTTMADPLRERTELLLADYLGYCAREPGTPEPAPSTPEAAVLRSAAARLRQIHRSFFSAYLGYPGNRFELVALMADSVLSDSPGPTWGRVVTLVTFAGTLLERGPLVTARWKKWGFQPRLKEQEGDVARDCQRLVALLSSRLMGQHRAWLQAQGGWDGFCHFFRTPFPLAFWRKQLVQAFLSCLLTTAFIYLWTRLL
RGS7-Gao reg: modulates binding of RGS7 to human Galphao. Multiplexed bead flow cytometry; actives lie on both sides. AID 1439. P09471. actives 0.35% (n = 220,000). binding response (% of control), % at 10 µM; in the data active = binding response below about 49% or above about 150%; inconclusive = no clear call, values can overlap the other calls; inactive = in between;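 also: fluorescent Galphao held in activated GDP-AlF4 state binding bead-coupled RGS7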
Bcl-XL Bim block: human Bim-Bcl-XL interaction inhibition; Bim peptide-Bcl-XL binding, bead flow cytometry, fluorescence; inhibition, % at 10 µM; actives 0.04% (n = 190,000); AID 1007; Q07817
Target sequence (Q07817 whole entry, looked up): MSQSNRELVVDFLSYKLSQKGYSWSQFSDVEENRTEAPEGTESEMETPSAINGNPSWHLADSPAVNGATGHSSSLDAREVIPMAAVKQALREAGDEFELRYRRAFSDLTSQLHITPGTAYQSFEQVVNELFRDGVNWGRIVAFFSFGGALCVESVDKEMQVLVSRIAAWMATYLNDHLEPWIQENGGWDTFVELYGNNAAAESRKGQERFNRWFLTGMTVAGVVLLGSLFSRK
Bim-Mcl-1: disrupts Bim peptide binding to human Mcl-1; actives 0.1% (n = 190,000); AID 1009; Bead-based flow cytometry, Bim peptide-Mcl-1 binding; inhibition, % at 10 µM;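 also: 0% = no compound tracer wells and 100% = peptide blocker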
Bim-Bcl-W: inhibitors of Bim-Bcl-W interaction, human; bead-based flow cytometry, Bim peptide-Bcl-W binding; Q92843; actives 0.02% (n = 190,000); inhibition, % at 10 µM;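 also: 0% = bound tracer without compound and 100% = peptide blocker; higher means less fluorescent Bim peptide bound to Bcl-W beads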
Target sequence (Q92843 whole entry, looked up): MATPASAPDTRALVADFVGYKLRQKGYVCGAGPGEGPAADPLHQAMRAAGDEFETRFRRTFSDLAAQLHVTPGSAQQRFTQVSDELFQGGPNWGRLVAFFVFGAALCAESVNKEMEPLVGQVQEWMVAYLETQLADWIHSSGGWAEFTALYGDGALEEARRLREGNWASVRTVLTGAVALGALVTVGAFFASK
Mcl1 Bid PPI: Mcl-1/Bid interaction inhibition; Q07820; TR-FRET Mcl-1/Bid-Dy647 peptide binding, 1536-well; inhibition, % at 21.7 µM; actives 0.97% (n = 220,000); AID 1021;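 active = compounds that cut the binding signal by more than half at the single screening dose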;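 also: His-tagged Mcl-1 with europium anti-His antibody binding Bid BH3 peptide; 0% = Mcl-1 plus peptide wells and 100% = peptide-only wells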
Bim-Bcl-2: disrupts Bim peptide binding to human Bcl-2; Bead-based flow cytometry, Bim peptide-Bcl-2 binding; inhibition, % at 10 µM; actives 0.06% (n = 190,000); P10415; in the data active = inhibition above about 40%; inconclusive = no clear call, values can overlap the other calls;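 also: 0% = no compound wells with probe peptide and 100% = reference peptide inhibitor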
RGS4-Gao reg: modulates binding of RGS4 to human Galphao; Multiplexed bead flow cytometry; actives lie on both sides; binding response (% of control), % at 10 µM; actives 0.33% (n = 220,000); in the data active = binding response below about 49% or above about 150%; inactive = in between;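 also: fluorescent Galphao activated with aluminum fluoride binding bead-coupled RGS4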
Bim-Bfl-1: inhibitors of Bim-Bfl-1 interaction, human. Q16548. Bead-based flow cytometry, Bim-Bfl-1 binding inhibition. inhibition, % at 10 µM. actives 0.12% (n = 190,000). AID 1008;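 also: 0% = wells without compound plus tracer and 100% = blocker peptide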
Mcl1-Noxa inh: Mcl-1/Noxa interaction inhibition; Q07820; TR-FRET Mcl-1/Noxa peptide binding, 2 h; inhibition, % at 21.7 µM; actives 1.5% (n = 220,000);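 active = compounds that cut the protein-peptide binding signal by more than 50% relative to plate controls in a single-dose test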;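 also: His-tagged Mcl-1 with rhodamine Noxa BH3 peptide and terbium anti-His antibody; 0% = Mcl-1 plus Noxa peptide wells and 100% = peptide-only wells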
* marks the source's active call; other numbers are inactive results; ? = inconclusive; · = not tested or not shown; [ ] = another dose, or the depositor's remark. Rule as the data show it, unless noted: active = inhibition above about 40%. Compounds as they come; about 2.7% have a hit in one of these screens.

Every second line gives: RGS8-Gao reg	Bim-Bcl-B	RGS7-Gao reg	Bcl-XL Bim block	Bim-Mcl-1	Bim-Bcl-W	Mcl1 Bid PPI	Bim-Bcl-2	RGS4-Gao reg	Bim-Bfl-1	Mcl1-Noxa inh
- CN(C)CCC(=O)c1ccc(F)cc1
→ 100	·	?	·	·	·	-60	·	95	·	-23
- C=CCn1c(O)c(N=NC(=S)Nc2ccccc2C)c2cc(S(=O)(=O)N3CCOCC3)ccc21
→ 102	-15	100	-6	0	-4	-35	0	97	0	-71
- COc1ccc(NCc2nc3ccccc3n2CCOc2ccccc2)cc1
→ 98	-3	100	-6	-6	-5	-31	-6	98	-4	25
- Cc1c(-c2ccnc3cc(C(=O)O)nn23)cnn1C
→ 101	0	101	1	0	-3	-30	-1	104	-2	18
- COc1cccc(C2CC(c3ccc(Cl)cc3)n3nc(N)nc3N2)c1 (centres undefined)
→ 99	-7	101	-5	-2	0	-14	-4	100	-10	3
- COC(=O)c1ccc2c(=O)sc(N3CCC(C(N)=O)CC3)nc2c1
→ 94	-5	92	1	-1	1	-25	2	89	0	12
- Cc1n[nH]c(C)c1S(=O)(=O)N1CCOCC1
→ 100	-1	99	-2	-2	0	-2	-3	97	-2	3
- C/C(CCc1ccccc1)=N\NC(=O)c1ccccc1[N+](=O)[O-]
→ 105	-4	104	-4	-1	-1	-29	0	102	0	-2
- CC(=O)N1N=C2c3ccccc3CCC2C1c1ccc(F)cc1 (centres undefined)
→ 102	·	?	·	·	·	-10	·	99	·	-2
- CN1C(=CC=C2C=C(I)C(=O)C(I)=C2)C(C)(C)c2ccccc21
→ 97	·	?	·	·	·	0	·	102	·	-154
- OCc1cc(-c2ccc(Cl)c(Cl)c2)on1
→ 101	0	96	0	1	0	-44	-1	101	-7	11
- CCN(CC)C(=O)C1=C(C)NC(=S)NC1c1ccc(C)s1 (centres undefined)
→ 99	-8	97	0	0	1	-50	4	101	0	6
- O=C1CN(O)C=C2N=c3ccccc3=C2N1c1ccc([N+](=O)[O-])cc1
→ 96	-7	98	-1	0	1	-14	1	99	-2	15
- O=C(NCCCn1ccnc1)/C(=C/c1cccs1)NC(=O)c1ccco1
→ 114	-4	102	-2	-3	-4	-12	-2	104	1	-16
- C/C(=N\NC(=O)c1nc2ccccn2c1C)c1ccco1
→ 99	-3	100	-1	-2	-1	-11	-2	100	-2	15
- O=C(Nc1ccc(N2CCOCC2)cc1)c1cnsn1
→ 104	6	99	0	0	1	-3	1	104	0	23
- Cn1c(CSc2nc3ccccc3s2)nnc1SCC(=O)NCCCN1CCOCC1
→ 101	1	100	2	0	2	-6	8	98	4	4
- COC(=O)COc1ccc(S(=O)(=O)Nc2ccccc2SC)cc1
→ 91	-5	97	-5	-1	-1	-28	-10	101	-15	6
- CSc1nc2cc(C)nn2c(-c2ccccc2)c1C#N
→ 97	·	?	·	·	·	-7	·	96	·	-10
- CCN1C(=O)/C(=C\c2nc3ccccc3c(=O)n2CC)c2ccccc21
→ 100	-1	?	0	0	2	37	-3	101	-2	34
- Cc1cccc(N/C=C(\[N+](=O)[O-])S(=O)(=O)c2ccccc2)c1
→ 100	-1	95	0	0	-1	-21	-2	97	-1	6
- Cc1ccccc1S(=O)(=O)Nc1nc2ccccc2nc1Cl
→ 101	0	99	0	-2	0	-28	0	101	-3	7
- CCOC(=O)C1=C(C)N=c2s/c(=C\c3cccn3C)c(=O)n2C1c1cccc(OC)c1OC (centres undefined)
→ 101	-8	101	2	0	0	-20	-7	100	-6	-5
- COC(=O)Cc1ccc(NC(=S)NCc2ccc(Cl)cc2)cc1
→ 100	-8	98	-8	-6	-4	-62	-6	98	-11	5
- Cc1ccc2occ(-c3nn[nH]n3)c(=O)c2c1
→ 108	-5	100	-10	-7	-3	30	-2	101	-7	46
- CC(=O)Nc1ccc2nc(-c3cccs3)[nH]c2c1
→ 101	2	102	3	1	1	41	-2	103	-2	2
- COCCNc1c(-c2ccc(O)cc2)nc2ccc(Cl)cn12
→ 100	-2	101	-8	-4	-2	-94	-6	100	-14	33
- CCCCC1=CC2=C(c3ccco3)C(=O)C(C)(OC(=O)c3ccc(OC)cc3)C(=O)C2=CN1Cc1ccc2c(c1)OCO2 (centres undefined)
→ 96	·	?	·	·	·	-97	·	100	·	33
- Cc1ccc(C)c(N(CC(=O)N(C)C)S(C)(=O)=O)c1
→ 97	-12	99	-7	-9	-3	4	-9	94	-19	-19
- CC(C)Cn1c2c(c(=O)[nH]c1=O)C(C(F)(F)F)(C(F)(F)F)N=C(CCC1CCCCC1)N2
→ 100	0	99	-4	-2	2	-3	1	98	-2	4

Six entries from above, set out differently.
Compound	RGS8-Gao reg	Bim-Bcl-B	RGS7-Gao reg	Bcl-XL Bim block	Bim-Mcl-1	Bim-Bcl-W	Mcl1 Bid PPI	Bim-Bcl-2	RGS4-Gao reg	Bim-Bfl-1	Mcl1-Noxa inh
COC(=O)Cc1ccc(NC(=S)NCc2ccc(Cl)cc2)cc1	100	-8	98	-8	-6	-4	-62	-6	98	-11	5
Cc1ccc2occ(-c3nn[nH]n3)c(=O)c2c1	108	-5	100	-10	-7	-3	30	-2	101	-7	46
CC(=O)Nc1ccc2nc(-c3cccs3)[nH]c2c1	101	2	102	3	1	1	41	-2	103	-2	2
COCCNc1c(-c2ccc(O)cc2)nc2ccc(Cl)cn12	100	-2	101	-8	-4	-2	-94	-6	100	-14	33
CCCCC1=CC2=C(c3ccco3)C(=O)C(C)(OC(=O)c3ccc(OC)cc3)C(=O)C2=CN1Cc1ccc2c(c1)OCO2 (centres undefined)	96	·	?	·	·	·	-97	·	100	·	33
Cc1ccc(C)c(N(CC(=O)N(C)C)S(C)(=O)=O)c1	97	-12	99	-7	-9	-3	4	-9	94	-19	-19

3 compounds already listed, arranged by the value under Bim-Bcl-2, high to low.
Every second line gives: RGS8-Gao reg	Bim-Bcl-B	RGS7-Gao reg	Bcl-XL Bim block	Bim-Mcl-1	Bim-Bcl-W	Mcl1 Bid PPI	Bim-Bcl-2	RGS4-Gao reg	Bim-Bfl-1	Mcl1-Noxa inh
- CCN1C(=O)/C(=C\c2nc3ccccc3c(=O)n2CC)c2ccccc21
→ 100	-1	?	0	0	2	37	-3	101	-2	34
- COC(=O)Cc1ccc(NC(=S)NCc2ccc(Cl)cc2)cc1
→ 100	-8	98	-8	-6	-4	-62	-6	98	-11	5
- Cc1ccc(C)c(N(CC(=O)N(C)C)S(C)(=O)=O)c1
→ 97	-12	99	-7	-9	-3	4	-9	94	-19	-19

(list continues)
Every second line gives: RGS8-Gao reg	Bim-Bcl-B	RGS7-Gao reg	Bcl-XL Bim block	Bim-Mcl-1	Bim-Bcl-W	Mcl1 Bid PPI	Bim-Bcl-2	RGS4-Gao reg	Bim-Bfl-1	Mcl1-Noxa inh
- COc1nc(NCc2cccnc2)nc(OC)n1
→ 101	-4	107	-3	-3	-2	-5	-10	103	-14	·
- CCn1c(SCC(=O)NCC2CCCO2)nnc1-c1ccc(Cl)cc1 (centres undefined)
→ 100	0	93	2	-1	-1	-1	-3	98	-2	2
- CC(Sc1nnc(N)s1)C(=O)Nc1ccc(N2CCOCC2)cc1 (centres undefined)
→ 96	1	94	0	-3	-2	-36	1	93	1	0
- O=C(O)c1cc(O)ccc1NC(=O)c1cccc2ccccc12
→ 103	·	?	·	·	·	-6	·	104	·	30
- CCN1C(=C2C(=O)c3ccccc3C2=O)C=Cc2ccccc21
→ 101	0	108	-1	2	0	-9	2	99	-2	1
- COc1ccc(Nc2nc(NCc3ccco3)nc(N/N=C/c3ccc(O)cc3)n2)cc1
→ 98	-5	95	-7	-5	-1	-10	0	94	1	29
- COCC(=O)NC1(c2nnnn2CCOC(=O)Nc2ccc(Cl)cc2)CCCCC1
→ 101	1	255*[activator]	-5	0	-3	5	0	116	5	17
- S=C(NCC1CCCCC1)Nc1cccnc1
→ 93	-6	94	0	2	0	-72	0	97	0	5
- CC(NCc1ccco1)C(=O)N1CCc2ccccc2C1 (centres undefined)
→ 106	-5	100	-6	1	0	9	-4	106	-9	26
- COC(=O)C1=C(C)NC(=O)C1(Nc1ccc(Cl)cn1)C(F)(F)F (centres undefined)
→ 99	-6	97	-3	0	-1	-24	-8	97	-5	-6
- CCOC(=O)c1nnn(-c2nonc2N)c1CSc1ccc(C)cc1
→ 98	-4	99	-1	-2	-4	8	0	97	-2	-9
- S=c1[nH]c(-c2ccccc2)cs1
→ 95	-33	?	-11	-9	-8	-65	-6	97	0	-13
- Cc1cc(C(=O)OCC(=O)N2C(C)CCCC2C)c(C)o1 (centres undefined)
→ 102	-2	98	-4	-3	-2	-56	-2	98	-9	-4
- Cc1nnsc1Sc1ccccn1
→ 106	0	100	0	-3	0	9	-2	101	-3	30
- CCCC[N+](C)(C)CCC(=O)NC(C)(C)CS(=O)(=O)[O-]
→ 95	-6	94	-1	1	1	-41	-6	93	-7	9
- Cc1cccc(OCc2nnc(SCC(=O)O)n2Cc2ccccc2)c1
→ 107	-2	98	-3	0	1	-9	0	106	-5	23
- Cc1ccc2c(c1)Sc1c(ccc3ccccc13)N2
→ 100	·	?	·	·	·	-19	·	98	·	40
- COc1ccc(CN2CCN(c3ccc(F)cc3)CC2)c(OC)c1OC
→ 102	-7	138	-4	-4	-3	15	-2	117	-1	47
- CSc1ncc(Cl)c(C(=O)Nc2cccc3ccccc23)n1
→ 97	-8	95	-7	-4	-3	-34	-7	94	-11	-2
- O=C(NCc1cccc(Cl)c1)c1cnn2c1NC(c1ccco1)CC2C(F)(F)F (centres undefined)
→ 100	-10	100	-6	-3	3	-34	-11	95	-11	9
- Cc1ccc(N2NC(=O)/C(=C/c3ccc(-c4ccc(Cl)c(C(=O)O)c4)o3)C2=O)cc1
→ 95	-5	96	-3	0	0	-33	-2	98	-12	32
- O=C(c1cc(-c2ccccc2O)on1)N1CCCC1
→ 94	-5	92	-4	0	1	-20	-4	92	-8	0
- N/C(=N\OC(=O)Oc1ccccc1)c1ccc(Cl)cc1
→ 101	-4	105	-3	0	-2	-15	-5	101	-10	23
- COc1ccc(C2OCC3(CO2)SC(=O)NC3=O)cc1OC (centres undefined)
→ 97	-1	102	-4	1	-3	-26	-3	94	-3	14
- CN(C)CCN(C(=O)c1ccc(N2C(=O)CCC2=O)cc1)c1nc2cc3c(cc2s1)OCCO3
→ 98	-6	95	-1	-3	1	15	-2	98	0	32
- CC(C)[C@H](NC(=O)C1CCCC1)c1nc2ccccc2[nH]1
→ 100	-5	?	-1	-2	-4	-22	-7	101	-6	12
- Cc1cc([N+](=O)[O-])cnc1NC(C)c1ccccc1 (centres undefined)
→ 95	0	89	-1	0	0	-20	-1	88	-5	4

RGS7-Gao reg, hit marks shown above
Every second line gives: RGS8-Gao reg	Bim-Bcl-B	RGS7-Gao reg	Bcl-XL Bim block	Bim-Mcl-1	Bim-Bcl-W	Mcl1 Bid PPI	Bim-Bcl-2	RGS4-Gao reg	Bim-Bfl-1	Mcl1-Noxa inh
- COCC(=O)NC1(c2nnnn2CCOC(=O)Nc2ccc(Cl)cc2)CCCCC1
→ 101	1	255*[activator]	-5	0	-3	5	0	116	5	17
